Screening results as filed in PubChem BioAssay.
Mdm2 MdmX PPI = disrupts the human Mdm2-MdmX interaction. SaOS-2 split-luciferase Mdm2/MdmX complementation, luminescence. 330,000 tested, 3% active. inhibition, % at 8 µM;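 active = inhibition of at least 50% at 8 µM in the primary screen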
tim23-1 inh = inhibits growth of tim23-1 mutant yeast; S. cerevisiae tim23-1 growth, BacTiter-Glo luminescence, 24 h; inhibition, % at 20 µM; 330,000 tested, 1.3% active;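 active = growth inhibition of the mutant yeast at or above 50%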;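 also: temperature-sensitive mutant grown at 25 °C; plate controls were DMSO-treated mutant yeast for no effect and medium wells lacking yeast for full effect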
APJ ag = agonists of human APJ apelin receptor; P35414; CHO-K1 APJ PathHunter beta-arrestin, luminescence; 0% DMSO wells, 100% apelin; activation, % at 20 µM; 330,000 tested, 0.11% active; AID 2520;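 active = activation more than six SD over the plate average, tested at 20 µM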;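 also: 0% = DMSO alone and 100% = apelin-13 at 10 nM; some results filed as inactive read as strong as hits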
Target sequence (P35414 whole entry, looked up): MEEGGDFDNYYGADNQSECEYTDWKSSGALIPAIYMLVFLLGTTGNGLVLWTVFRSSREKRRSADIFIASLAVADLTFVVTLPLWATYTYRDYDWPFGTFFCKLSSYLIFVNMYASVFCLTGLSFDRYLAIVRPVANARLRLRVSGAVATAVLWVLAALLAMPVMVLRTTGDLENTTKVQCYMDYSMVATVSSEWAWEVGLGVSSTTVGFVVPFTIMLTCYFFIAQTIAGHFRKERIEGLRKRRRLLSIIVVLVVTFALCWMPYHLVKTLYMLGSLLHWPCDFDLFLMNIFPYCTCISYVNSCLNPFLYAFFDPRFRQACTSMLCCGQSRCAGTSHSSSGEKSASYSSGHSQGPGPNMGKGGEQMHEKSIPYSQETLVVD
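Assay system: CHO-K1 APJ beta-arrestin complementation cell line / Compound: single test compound dose, 20 µM final, 1% DMSO / Times: overnight seeding, 90 min compound at 25 °C, 1 h detection / Technique: beta-gal luminescence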
NLRP3 yeast inh = inhibitors of NALP3 inflammasome in yeast; Yeast reconstituted NLRP3/ASC/caspase-1, beta-gal luminescence, 24 h; inhibition, % at 10 µM; 330,000 tested, 0.39% active;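 active = inhibition of 50% or more; inactive = inhibition below 50%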;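 also: plate controls were induced DMSO wells for no effect and uninduced yeast grown without galactose for full effect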
CHOP UPR activ = apoptotic UPR (CHOP) activation. CHO-CHOP luciferase reporter, luminescence; percent of tunicamycin response over DMSO baseline. activation, % at 10 µM. 330,000 tested, 0.34% active. AID 449763;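 active = at 10 µM dose, activation of 40% or more, normalized to positive control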;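 also: 100% = tunicamycin at 10 µg/mL and 0% = DMSO alone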
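Test system: CHO-CHOP cells, stable luciferase reporter of PERK-eIF2a-CHOP signalling | Quantity: 500 CHO-CHOP cells per well | Buffer or medium: F12 plus 10% serum | Compound dosing: 10 µM single point, 0.5% DMSO | Schedule: 6 h compound treatment, 37 °C | Signal: Luciferase luminescence | Control set: Tunicamycin high control, DMSO low control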
GRIN3A LBD mod = modulates the human NR3A ligand-binding domain. NR3A LBD differential scanning fluorimetry, Tm shift; 0% = protein alone, 100% = glycine-bound protein. Tm shift relative to glycine control, % at 25 µM. 340,000 tested, 2.5% active;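 active = melting temperature shift of at least 10% of the positive control shift, at one fixed dose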
TIM10 inh = inhibits growth of TIM10 yeast strain; 330,000 tested, 1.4% active; AID 463195; S. cerevisiae TIM10 strain growth, BacTiter-Glo luminescence, 24 h; inhibition, % at 10 µM;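 active = inhibition of 40% or more at the single tested concentration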;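 also: wild-type TIM10 isogenic control strain grown at permissive 25 °C; 0% = DMSO yeast wells and 100% = minimal medium wells without yeast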
tim10-1 inh = tim10-1 yeast growth inhibition; 330,000 tested, 2.2% active; inhibition, % at 20 µM; S. cerevisiae tim10-1 ts strain growth, BacTiter-Glo, 24 h;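 active = inhibition of at least 40%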;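 also: mutant grown at 25 °C; 0% = DMSO wells with yeast and 100% = wells holding no yeast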
XBP1 UPR activ = activators of adaptive arm of unfolded protein response (XBP1). 330,000 tested, 0.33% active. CHO-XBP1 luciferase reporter, IRE1-XBP1 UPR activation, luminescence; percent of tunicamycin response, DMSO as zero. activation, % at 20 µM;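 active = versus positive control, 20 µM dose yields 30% or more activation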;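 also: 100% = tunicamycin at 10 µg/mL and 0% = DMSO only wells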
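assay system = CHO-XBP1 luciferase reporter cells | amount = 1000 cells/well | buffer or medium = F12 plus 10% FBS | compound dosing = single point, 20 µM final compound, 1% DMSO | incubation = 16-18 h cell attachment at 37 °C, then 6 h compound exposure | detection = Steady-Glo luminescence read | controls = tunicamycin 10 µg/mL and vehicle-only wells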
Active calls of the source: *. Hits appear at their usual frequency. Share with any hit: about 8.2%.

structure	Mdm2 MdmX PPI	tim23-1 inh	APJ ag	NLRP3 yeast inh	CHOP UPR activ	GRIN3A LBD mod	TIM10 inh	tim10-1 inh	XBP1 UPR activ
N[C@@H](CO)c1nnc([C@H](Cc2ccc(O)cc2)NC(=O)C2CCNCC2)o1	6	1	7	1	0.6	4	-9	-10	1
Cc1cc(=O)oc2c(CN3CCCC3)c(O)ccc12	-22	5	0	6	-1.8	3	5	-4	1
Cc1ccccc1CS(=O)(=O)c1cnc2ccccc2n1	55*	10	-4	28	-0.6	0	-6	0	-3
O=C1NCN(c2ccccc2)C12CCN(c1nnnn1-c1ccccc1)CC2	1	3	2	13	0.0	1	16	34	-3
O=C(OCCNC(=O)c1ccc2ccccc2n1)c1ccc(F)cc1	-4	-11	0	24	-0.5	1	-18	29	3
Cc1occc1C(=O)N/N=C/c1ccc(-c2ccccc2)cc1	-124	63*	-2	18	0.7	7	43*	59*	-9
C=C(C)CCC1(C)NC(=O)N(c2ccccc2)N1 (stereo unspecified)	15	-1	1	10	-1.3	-1	1	9	-2
O/N=C1\CCSc2ccc(F)cc21	7	0	-2	-1	1.7	1	6	13	-2
Cc1ccc(C(=O)c2cc([N+](=O)[O-])ccc2N2CCN(C)CC2)cc1	50*	4	-1	19	-1.1	-3	5	13	1
C[C@H]1CN([C@@H](C)CO)C(=O)Cc2cc(NC(=O)CCC(F)(F)F)ccc2O[C@H]1CN(C)C(=O)Nc1ccc(F)cc1	11	-9	-3	7	-0.3	1	-5	0	-2
CCOc1ccc(NS(=O)(=O)c2ccc(C(=O)NCc3ccccn3)cc2)cc1	-1	-5	-1	-8	0.5	5	-25	-22	1
CCC(CC)N1CCN(CCc2ccccc2)C(CCO)C1 (stereo unspecified)	0	2	-3	8	1.4	0	-3	12	-6
CC(=O)Nc1ccc(C(=O)OCC(=O)c2ccc(F)cc2)cc1	-3	4	-4	-11	3.7	4	25	14	-1
Cc1nc2c(-c3ccc(F)cc3)c(C)nn2c(N2CCOCC2)c1C	16	34	-1	5	0.2	0	31	45*	2
O=C(CSc1ccccc1)Nc1nccs1	-27	12	0	10	0.5	-9	13	17	2
CCn1c(Cc2ccccc2)nnc1SCC(=O)Nc1ccc(S(N)(=O)=O)cc1	11	0	-8	3	-0.5	0	-5	-6	-3
CCN(C(=O)CSc1n[nH]c(N)n1)c1cccc2ccccc12	0	1	0	3	1.4	2	11	-9	4
Cc1cc(=O)[nH]c(N2CCN(Cc3ccccc3)CC2)n1	-16	16	-4	-15	-0.4	0	-6	7	-1
COc1ccc(C)c(Cn2c(-c3nonc3N)nc3ccccc32)c1	46	5	5	-1	-1.2	-8	13	6	10
COC(=O)[C@@]1(Cc2ccccc2)C=C[C@@H](C)N1C(C)=O	-15	10	6	4	-1.4	-2	13	12	-1
COc1cc(/C=N/NC(=O)c2ccncc2)cc(OC)c1OC	7	-15	-2	13	0.8	1	-12	-8	-3
CCOc1cc(NC(=S)NC)c(OCC)cc1NC(=O)c1ccco1	-17	12	-3	6	0.3	0	10	6	0
CCOC(=O)c1nc(C)nc(Sc2n[nH]c(-c3ccccc3)n2)c1C	11	27	1	14	-1.3	0	-1	14	-1
COc1ccc(-c2csc(NC(=O)CSCC(=O)Nc3cc(C)on3)n2)cc1OC	-12	0	-1	19	-0.6	-1	0	-12	-4
Cc1ccc(C(=O)NNC(=O)c2cc(C)nc3ccccc23)cc1	9	-6	-1	2	1.5	0	7	-9	-2
COc1ccc(C(=O)COC(=O)c2cc(=O)[nH]c3ccccc23)c(OC)c1	-61	-11	3	12	3.5	3	-16	-24	9
Cc1nc(-c2ccccc2)cc(-c2ccccc2)n1	30	16	-1	16	-0.6	0	15	17	1
O=C(c1cc(F)ccc1F)C1CCCN(C(=O)c2ccc3nccnc3c2)C1 (stereo unspecified)	2	-1	0	18	0.8	-1	-20	-13	1
Cc1ccc(C2=NN(S(C)(=O)=O)C(c3ccc4c(c3)OCO4)C2)cc1 (stereo unspecified)	-216	12	0	3	3.2	0	11	2	1
C[C@@]12C(=O)Nc3cc(Cl)ccc3C(=O)N1[C@H]1c3cc(Br)ccc3OC[C@@H]1[C@@H]2c1ccccc1	67*	45	-1	1	0.9	-9	17	29	8

Arranged by heavy-atom count (high to low): 14 of the compounds above
structure	Mdm2 MdmX PPI	tim23-1 inh	APJ ag	NLRP3 yeast inh	CHOP UPR activ	GRIN3A LBD mod	TIM10 inh	tim10-1 inh	XBP1 UPR activ
C[C@H]1CN([C@@H](C)CO)C(=O)Cc2cc(NC(=O)CCC(F)(F)F)ccc2O[C@H]1CN(C)C(=O)Nc1ccc(F)cc1	11	-9	-3	7	-0.3	1	-5	0	-2
COc1ccc(-c2csc(NC(=O)CSCC(=O)Nc3cc(C)on3)n2)cc1OC	-12	0	-1	19	-0.6	-1	0	-12	-4
CCn1c(Cc2ccccc2)nnc1SCC(=O)Nc1ccc(S(N)(=O)=O)cc1	11	0	-8	3	-0.5	0	-5	-6	-3
O=C1NCN(c2ccccc2)C12CCN(c1nnnn1-c1ccccc1)CC2	1	3	2	13	0.0	1	16	34	-3
N[C@@H](CO)c1nnc([C@H](Cc2ccc(O)cc2)NC(=O)C2CCNCC2)o1	6	1	7	1	0.6	4	-9	-10	1
CCOC(=O)c1nc(C)nc(Sc2n[nH]c(-c3ccccc3)n2)c1C	11	27	1	14	-1.3	0	-1	14	-1
Cc1ccc(C(=O)NNC(=O)c2cc(C)nc3ccccc23)cc1	9	-6	-1	2	1.5	0	7	-9	-2
CC(=O)Nc1ccc(C(=O)OCC(=O)c2ccc(F)cc2)cc1	-3	4	-4	-11	3.7	4	25	14	-1
CCC(CC)N1CCN(CCc2ccccc2)C(CCO)C1 (stereo unspecified)	0	2	-3	8	1.4	0	-3	12	-6
COC(=O)[C@@]1(Cc2ccccc2)C=C[C@@H](C)N1C(C)=O	-15	10	6	4	-1.4	-2	13	12	-1
Cc1cc(=O)oc2c(CN3CCCC3)c(O)ccc12	-22	5	0	6	-1.8	3	5	-4	1
C=C(C)CCC1(C)NC(=O)N(c2ccccc2)N1 (stereo unspecified)	15	-1	1	10	-1.3	-1	1	9	-2
O=C(CSc1ccccc1)Nc1nccs1	-27	12	0	10	0.5	-9	13	17	2
O/N=C1\CCSc2ccc(F)cc21	7	0	-2	-1	1.7	1	6	13	-2

Carrying on:
Second line of a record: Mdm2 MdmX PPI | tim23-1 inh | APJ ag | NLRP3 yeast inh | CHOP UPR activ | GRIN3A LBD mod | TIM10 inh | tim10-1 inh | XBP1 UPR activ
- Cc1noc(C)c1C(=O)Nc1ccc(-n2ccc(C(F)(F)F)n2)cc1
→ 0 | 9 | -2 | 4 | 1.6 | -1 | 13 | 7 | -1
- Cc1ccc(COCC(CC(C)C)N2CCN(C(=O)c3cccc(C(F)(F)F)c3)CCC2=O)cc1 (stereo unspecified)
→ 19 | 28 | 10 | 11 | 2.0 | -1 | 19 | 16 | 1
- COc1cc(/C=N/NC(=O)c2ccc(CSc3nc4ccccc4[nH]3)cc2)cc(OC)c1OC
→ -1 | 0 | -1 | -1 | -1.1 | 0 | -16 | 11 | 3
- Cc1cccn2c(=O)c(/C=C(\C#N)C(N)=O)c(N3CCN(Cc4ccc5c(c4)OCO5)CC3)nc12
→ 4 | 20 | -1 | -5 | -0.6 | 4 | 15 | 16 | 9
- CCN(CC)C(=O)CSc1ncnc2c1cnn2Cc1ccccc1
→ 1 | 26 | -2 | 23 | 0.1 | -1 | 6 | 13 | -3
- Cc1ccc(N2C(=O)CCC2(C#N)c2ccccc2)cc1 (stereo unspecified)
→ 29 | 4 | 1 | 11 | -0.6 | 0 | -10 | -26 | -2
- CCCOc1ccc(OCCn2nc(C(=O)O)c3ccccc3c2=O)cc1
→ 9 | 21 | 0 | 22 | 0.7 | 1 | 9 | 27 | 1
- CCOP(=O)(OCC)C(NC(=O)Nc1cccc(Cl)c1)C(N)=O (stereo unspecified)
→ -25 | 7 | -1 | -11 | 0.2 | 0 | 18 | 18 | 0
- O=C(CSc1n[nH]c(=O)n1Cc1ccco1)Nc1ccccc1Cl
→ 3 | 0 | -3 | 8 | -0.9 | 3 | 0 | -11 | -4
- O=C(Nc1ccc(F)cc1F)c1ccc2nc(N3CCOCC3)sc2c1
→ 9 | 17 | -2 | 22 | 3.2 | -1 | 0 | 6 | -1
- CC(=O)NCCC(=O)N1CCCC(N2CCN(c3cccc(Cl)c3)CC2)C1 (stereo unspecified)
→ 24 | 3 | 1 | 25 | 3.0 | -3 | -8 | -5 | 4
- CC1CCC(C(C)C)C(OC(=O)C2=C3c4ccccc4S(=O)(=O)N3CC2)C1 (stereo unspecified)
→ -2 | 11 | -1 | -2 | -0.6 | -1 | 8 | 16 | -1
- CS(=O)(=O)N(CC(=O)NCCSCc1cccc(Cl)c1)c1ccc(F)cc1
→ 15 | 8 | -2 | 9 | -1.2 | 1 | -14 | 2 | -4
- O=C(NCc1cccc(C(F)(F)F)c1)c1cccc2c1C(=O)c1ccc(N3CCC(Cc4ccccc4)CC3)cc1S2(=O)=O
→ 16 | 0 | -3 | 12 | 0.4 | -2 | -4 | 0 | -1
